Assay outcomes (PubChem BioAssay)
TRb SRC2 PPI = disrupts binding of human TR beta to SRC2; TRbeta-SRC2 peptide binding, fluorescence polarization; receptor liganded with 1 µM T3; Potency, µM (titrated, usually from 106 µM), inactives show at the highest dose activity change, negative = inhibition, actives largely listed as inhibitors; 0.065% of 280,000 active; AID 1469;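 further: plate controls were bound peptide for no effect and peptide without receptor for full effect; nearly all actives have a fitted effect of over 50% in size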
Target sequence (P10828 whole entry, looked up): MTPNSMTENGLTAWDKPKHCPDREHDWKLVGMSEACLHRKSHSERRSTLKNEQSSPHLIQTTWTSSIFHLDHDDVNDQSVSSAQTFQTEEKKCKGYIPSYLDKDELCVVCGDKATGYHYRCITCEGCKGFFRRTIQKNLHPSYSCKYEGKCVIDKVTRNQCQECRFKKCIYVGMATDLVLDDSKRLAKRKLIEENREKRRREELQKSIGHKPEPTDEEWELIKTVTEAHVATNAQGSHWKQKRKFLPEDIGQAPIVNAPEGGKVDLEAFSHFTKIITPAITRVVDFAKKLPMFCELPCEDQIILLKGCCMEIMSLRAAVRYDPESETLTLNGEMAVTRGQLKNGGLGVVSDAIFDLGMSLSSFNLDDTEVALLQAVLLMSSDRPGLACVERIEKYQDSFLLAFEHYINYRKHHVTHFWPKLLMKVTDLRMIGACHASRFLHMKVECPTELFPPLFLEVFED
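Read-out is fluorescence polarization (555 nm excitation, 632 nm emission) of a Texas Red SRC2 coactivator peptide; loss of signal reflects blocked binding to human TRb ligand-binding domain in the presence of 1 uM T3.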
TR SRC2 fluor cs = counter-screen for TRb-SRC2 inhibitors: fluorescence interference; TRb/SRC2 Texas Red total fluorescence interference; Potency, µM (titrated, usually from 106 µM), inactives show at the highest dose fluorescence change, negative = quenching; 0.29% of 280,000 active; AID 1479; active means well fitted curve in either direction with a large enough effect; inconclusive means small, poorly fitted or top-dose-only effect; further: on the % scale 0 is the no-effect control and ±100 the full control effect
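Flags fluorescent or light-absorbing compounds by total fluorescence, S + 2P, at 555 nm excitation and 632 nm emission. Mixture: 20 nM Texas Red SRC2 peptide, 0.6 uM human TRb LBD, 1 uM T3, 5% DMSO; compound exposure 5 h at ambient temperature.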
RECQ1 inh = RECQ1 (human) helicase inhibition; P46063; RECQ1 DNA unwinding, red fluorescence kinetic read; Potency, µM (highest dose often 57.3 µM), for inactives: at the top dose activity, negative = inhibition, hits mostly inhibitors; 0.54% of 240,000 active; AID 2549;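 further: plate controls were vehicle for no effect and no enzyme for full effect; nearly all actives have a fitted effect of over 30% in size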
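RECQ1T1 50 nM; forked duplex (20 bp + 30-nt ss tails) 200 nM, ATP 2 mM final; pH 8.0, 2 mM MgCl2, 2.5 ug/ml poly(dI-dC); 15 min compound preincubation; discontinuous kinetic read over 2 h at RT.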
SMN2 splice up = SMN2 splice variant enhancement; AID 1458; 2.8% of 210,000 active; Potency, µM (doses to about 46.1 µM), without a hit: at the top dose activity change, positive = activation, usual class: activators; HEK293 SMN2-luciferase splicing reporter, luminescence, 30-36 h; further: % of control where 0% means no effect; nearly all actives have a fitted effect of over 55% in size
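HEK293 cells carry an SMN2 minigene-luciferase reporter in which exon 7 inclusion puts luciferase in frame. Cells were seeded at 2000 cells/well, attached for 10-12 hours, then exposed to compounds for 30-36 hours at 37C before ONE-Glo luminescence.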
Active calls of the source: *; ? = inconclusive; · = not tested or not shown; [ ] = another dose, or the depositor's remark. Unless noted, the call rests on the fitted dose curve; in most records, active means well fitted curve in the direction sought with a large enough effect; inconclusive means small, poorly fitted or top-dose-only effect, or another doubt; inactive means no such curve, though single readings can be large; an effect the other way counts as inactive or inconclusive. Potency means the concentration at half of the fitted maximal effect.

Start of the data: the first 5 compounds, to show the layout:
Letter code: A = TRb SRC2 PPI; B = TR SRC2 fluor cs; C = RECQ1 inh; D = SMN2 splice up
SMILES: C[C@@H]1CC2[C@@H]3C[C@H](F)C4=CC(=O)C(Cl)=C[C@]4(C)[C@@]3(F)[C@H](O)C[C@]2(C)[C@@]1(O)C(=O)CO (some centres undefined)
  A: -3.5%	B: 1.7%	C: ·	D: ·
SMILES: O=C(NCCCN1CCOCC1)c1ccc(Cl)cc1
  A: 0.2%	B: -2.2%	C: ·	D: ·
SMILES: CCCCCCCCCCCC[N+](C)(C)Cc1ccccc1
  A: 3.7%[201 µM]	B: -0.4%[201 µM]	C: ·	D: ·
SMILES: O=C(CCN1CCN(CCO)CC1)N1c2ccccc2Sc2ccc(C(F)(F)F)cc21
  A: 0.3%	B: -3.3%	C: ·	D: ·
SMILES: NCc1ccccc1Sc1ccccc1CO
  A: 1.5%	B: -3.7%	C: ·	D: ·

The listing, repeating the preview:
Letter code: A = TRb SRC2 PPI; B = TR SRC2 fluor cs; C = RECQ1 inh; D = SMN2 splice up
SMILES: C[C@@H]1CC2[C@@H]3C[C@H](F)C4=CC(=O)C(Cl)=C[C@]4(C)[C@@]3(F)[C@H](O)C[C@]2(C)[C@@]1(O)C(=O)CO (some centres undefined)
  A: -3.5%	B: 1.7%	C: ·	D: ·
SMILES: O=C(NCCCN1CCOCC1)c1ccc(Cl)cc1
  A: 0.2%	B: -2.2%	C: ·	D: ·
SMILES: CCCCCCCCCCCC[N+](C)(C)Cc1ccccc1
  A: 3.7%[201 µM]	B: -0.4%[201 µM]	C: ·	D: ·
SMILES: O=C(CCN1CCN(CCO)CC1)N1c2ccccc2Sc2ccc(C(F)(F)F)cc21
  A: 0.3%	B: -3.3%	C: ·	D: ·
SMILES: NCc1ccccc1Sc1ccccc1CO
  A: 1.5%	B: -3.7%	C: ·	D: ·
SMILES: Cc1ccc(C)c(Nc2nc3nonc3nc2Nc2cccc(C)c2C)c1
  A: 4.3%	B: -1.0%	C: ·	D: -48.0%[inhibitor]
SMILES: Cc1c(Cl)cccc1NC(=O)Cn1cc(C(=O)C2CCCCC2)c2ccccc21
  A: 5.7%	B: 2.7%	C: ·	D: -41.0%[inhibitor]
SMILES: CN(C)S(=O)(=O)n1cc(/C=C(\NC(=O)c2ccccc2)C(=O)NCCCn2ccnc2)c2ccccc21
  A: 2.8%	B: -2.5%	C: ·	D: -14.4%
SMILES: Cc1cccc(Cc2c(C)nc3c(-c4ccccc4)c(C)[nH]n3c2=O)c1
  A: -5.6%	B: 8.91µM*[quencher]	C: ·	D: -10.8%
SMILES: Cc1nc2c3ccccc3nc(NNC(=O)CCC(=O)N3CCN(c4ccccc4F)CC3)n2n1
  A: 4.3%	B: -0.9%	C: ·	D: 0.8%
SMILES: CCOC(=O)c1sc(NC(=O)c2c(-c3ccccc3)c(-c3ccccc3)nn(C)c2=O)nc1C
  A: -1.4%	B: -0.5%	C: ·	D: -10.7%
SMILES: CC(C)OCc1cc(CN2CCN(c3ccccc3)CC2)c(O)c2ncccc12
  A: -8.0%	B: -1.3%	C: ·	D: -1.7%
SMILES: CCOc1ccc2nc(N3CCC(C(=O)Nc4ccccc4CC)CC3)sc2c1
  A: -0.2%	B: -8.1%	C: ·	D: 22.4%
SMILES: CCOC(=O)c1ccc(NC(=O)c2cc(=O)c3ccc(C)c(C)c3o2)cc1
  A: -8.6%	B: ?	C: ·	D: 0.9%
SMILES: O=C(NC1CCN(CCc2c[nH]c3ccccc23)CC1)c1ccccc1
  A: 1.5%	B: 0.1%	C: -12.7%	D: ·
SMILES: COc1cc2c(c(OC)c1OC)-c1c(cc(OC)c(OC)c1OC)CC(C)C(C)C2 (centres undefined)
  A: 1.4%	B: -0.7%	C: -7.0%	D: ·

Looked up above.
Under SMN2 splice up, `CCOc1ccc2nc(N3CCC(C(=O)Nc4ccccc4CC)CC3)sc2c1` is listed with 22.4%
Under TR SRC2 fluor cs, `CN(C)S(=O)(=O)n1cc(/C=C(\NC(=O)c2ccccc2)C(=O)NCCCn2ccnc2)c2ccccc21` is listed with -2.5%

Another view of 2 compounds above.
| mol | TRb SRC2 PPI | TR SRC2 fluor cs | RECQ1 inh | SMN2 splice up |
| --- | --- | --- | --- | --- |
| CCOC(=O)c1ccc(NC(=O)c2cc(=O)c3ccc(C)c(C)c3o2)cc1 | -8.6% | ? | · | 0.9% |
| O=C(NC1CCN(CCc2c[nH]c3ccccc23)CC1)c1ccccc1 | 1.5% | 0.1% | -12.7% | · |

A portion of the library; rates above refer to the full screens.
